# Source: PubChem
# HCT116 bCat-KO = beta-catenin-lacking colon tumor cell growth suppression; 140,000 tested, 1.5% active; viability, % at 10 µM; AID 818; HCT116 beta-catenin knockout viability, CellTiter-Glo, 60 h; hits give low values;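 active = viability at or under a set limit, the compound median less 4 SD, cut at about 6% in these data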;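 note: 0% = Hyamine 1622 control at 20 µM and 100% = untreated cell control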
# E-sel TNF inh = blocks E-selectin expression induced by TNF alpha. HUVEC TNFa-induced E-selectin immunofluorescence, high content. inhibition, % at 2 µM. 120,000 tested, 0.71% active;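 active = inhibition above the batch mean plus 3 SD, and confirmed as a hit on visual image review, cut at about 43% in these data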;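 note: 0% = TNF-stimulated DMSO wells and 100% = unstimulated control wells; not every result past the cut was called active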
# GALR2 antag = GALR2 (human) receptor antagonism. AID 828. 140,000 tested, 0.39% active. O43603. GALR2-expressing cells, antagonist mode. inhibition, % at 4 µM; in the data active = inhibition above about 27%;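 note: cells stimulated with galanin 1-16 at roughly its EC80; 0% = agonist challenge control and 100% = basal control without agonist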
# Target sequence (O43603 whole entry, looked up): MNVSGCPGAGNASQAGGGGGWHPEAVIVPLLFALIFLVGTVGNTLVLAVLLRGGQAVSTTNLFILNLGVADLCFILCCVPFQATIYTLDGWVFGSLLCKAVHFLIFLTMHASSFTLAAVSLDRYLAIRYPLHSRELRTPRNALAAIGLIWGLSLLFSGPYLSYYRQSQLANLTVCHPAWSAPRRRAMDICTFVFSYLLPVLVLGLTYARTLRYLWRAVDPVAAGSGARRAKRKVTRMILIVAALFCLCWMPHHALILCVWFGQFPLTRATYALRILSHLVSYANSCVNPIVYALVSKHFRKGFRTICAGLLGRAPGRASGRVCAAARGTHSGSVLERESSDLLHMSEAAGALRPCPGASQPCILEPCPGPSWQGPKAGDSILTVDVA
# BB579 growth dn = chemicals that inhibit yeast BB579 growth in restrictive medium (lifespan-shortening candidates); 140,000 tested, 0.51% active; S. cerevisiae BB579 growth, OD615, 48 h; inhibition, % at 10 µM;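 active = inhibition above a set limit, 3 SD over the mean compound inhibition, cut at about 44% in these data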; note: inactives centre near -24
#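 Assay system: S. cerevisiae DeaD strain BB579 yeast. Medium: CSMM-D restrictive synthetic medium containing dextrose (glucose). Times: 4 h cell preincubation, 48 h compound exposure, 30 °C humidified. Signal: OD615 turbidity measurement. Benchmarks: positive control amphotericin B 10 µg/mL.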
# MRP-1 activ = MRP-1 activation. H69AR cells + doxorubicin, viability rescue, CellTiter-Glo. viability increase, % at 10 µM. 140,000 tested, 0.61% active. AID 799;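 active = viability gain under doxorubicin at or above a set limit, the compound median plus 3 SD, cut at about 4.7% in these data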;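 note: MRP-1 overexpressing cells given doxorubicin 25 µM after compound pretreatment; 18-22 h compound pretreatment then 72 h with doxorubicin before readout; 0% = doxorubicin-only wells and 100% = vehicle-treated cells without doxorubicin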
# Measles CPE = protection of cells from measles virus | Measles virus-infected cells, CPE protection, absorbance | protection (pct of control), % at 4 µM | 140,000 tested, 1.5% active | AID 841; in the data active = protection mostly above about 24%, no sharp cut-off; inactive = mostly below about 26%; note: some compounds called inactive have numbers as strong as hits
# NPY-Y2 antag = blocks the human neuropeptide Y Y2 receptor. P49146. NPY-Y2 expressing cells, antagonist mode. inhibition, % at 2.7 µM. 140,000 tested, 0.99% active. AID 793; in the data active = inhibition above about 17%;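 note: 0% = vehicle with agonist challenge and 100% = reference antagonist with challenge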
# Target sequence (P49146 whole entry, looked up): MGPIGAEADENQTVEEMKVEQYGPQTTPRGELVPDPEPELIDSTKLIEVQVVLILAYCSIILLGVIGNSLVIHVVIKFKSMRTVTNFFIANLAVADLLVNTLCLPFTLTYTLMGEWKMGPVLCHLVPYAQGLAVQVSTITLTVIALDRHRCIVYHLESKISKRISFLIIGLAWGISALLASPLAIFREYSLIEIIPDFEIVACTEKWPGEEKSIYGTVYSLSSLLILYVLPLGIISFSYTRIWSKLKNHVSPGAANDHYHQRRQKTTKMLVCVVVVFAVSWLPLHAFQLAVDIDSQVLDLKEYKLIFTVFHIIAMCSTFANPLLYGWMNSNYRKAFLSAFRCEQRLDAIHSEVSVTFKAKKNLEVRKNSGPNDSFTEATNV
# Phagocytosis inh = inhibitors of macrophage phagocytosis | 110,000 tested, 0.07% active | AID 1029 | J774A.1 macrophage IgG-bead phagocytosis, imaging | inhibition, % at 5 µM;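 active = inhibition above the mean of the plate negative controls plus 5 SD, cut at about 13% in these data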;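 note: phagocytic index as fraction of beads internalized from green versus red external bead signal; plate controls were DMSO negative control for no effect and cytochalasin-D positive control for full effect; some results beyond the cut were filed as inactive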
# HCT116 PTEN-null = suppresses growth of cells with PTEN deletion | AID 827 | HCT116 PTEN-null viability, CellTiter-Glo, 60 h; hits give low values | viability, % at 10 µM | 140,000 tested, 1.2% active;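 active = viability at or below a set limit, 4 SD under the median of all tested compounds, cut at about 3.7% in these data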;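 note: PTEN knockout HCT116 line with beta catenin targeted HCT116 as companion control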
# Yeast lifespan up = extends the lifespan of yeast | S. cerevisiae growth with nicotinamide, OD615; deaD strain in restrictive glucose medium | inhibition of the nicotinamide effect, % at 10 µM | 130,000 tested, 0.68% active;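 active = inhibition above a set limit, placed 3 SD over the median of all compounds, cut at about 26% in these data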;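 note: 0% = nicotinamide-treated wells and 100% = cells grown without nicotinamide; some compounds called inactive have numbers as strong as hits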
#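 Assay system: engineered S. cerevisiae DeaD replicative-lifespan strain, galactose-grown log-phase cells; medium: restrictive CSMM-D dextrose medium; also added: nicotinamide, 1.5 mM, co-present with compound; schedule: 48 h compound exposure at 30 °C, humidified; detection: absorbance at 615 nm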
# * = called active by the depositor; / = no result given. An unsorted share of the library; any-hit rate near 6.1%.
SMILES	HCT116 bCat-KO	E-sel TNF inh	GALR2 antag	BB579 growth dn	MRP-1 activ	Measles CPE	NPY-Y2 antag	Phagocytosis inh	HCT116 PTEN-null	Yeast lifespan up
C=CCn1c(=O)c2ccc(C(=O)NCc3ccccc3)cc2n(Cc2ccc(C)cc2)c1=O	86	9	-2	-11	-2.4	3	-1	/	80	-4
O=C(NCc1ccco1)C1CCN(S(=O)(=O)c2cccc3cccnc23)CC1	95	/	/	-2	-3.5	16	/	0	97	-6
CCNS(=O)(=O)c1cc(OC)c(Cl)cc1OC	95	/	1	-3	0.2	4	0	2	101	-6
O=C(Nc1ccc2c(c1)OCO2)C1CCCN1C(=O)OCc1ccccc1 (stereo unspecified)	77	14	16	-36	-1.1	5	2	-1	79	-7
COc1ccc2[nH]c(=O)c(CN(C(=O)NC3CCCCC3)C3CCCC3)cc2c1	92	/	-4	1	-0.7	28	-3	0	91	-8
COc1ccc(NC(=O)c2ccc3ccccc3n2)cc1S(=O)(=O)N1CCCCC1	88	-12	8	-10	-2.5	6	9	-11	93	0
Cc1cccc(C)c1NC(=O)C(NC=O)c1ccccc1 (stereo unspecified)	89	-29	-2	7	-1.9	6	3	-2	90	-1
O=C1CC(N2CCCCC2)C(=O)N1c1ccccc1 (stereo unspecified)	91	-10	15	-31	0.2	23	0	/	99	/
N#CC1(Cc2ccccc2)c2ccccc2C=CN1C(=O)c1ccccc1 (stereo unspecified)	93	-22	9	-15	-3.0	10	11	/	90	-5
CCOCC(=O)Nc1nc2ccc(OCC)cc2s1	94	-8	-4	-74	-2.0	9	2	0	95	-17
Cc1cc(=O)oc2cc(OCC(=O)N3CCOCC3)ccc12	98	-11	7	11	-0.2	18	0	/	92	/
CSc1ccccc1NC(=O)Nc1cccc(Cl)c1Cl	98	13	9	-68	0.7	10	7	-2	101	-11
Cn1c(NC(=O)C(C)(C)Oc2ccc(Cl)cc2)cc(=O)n(C)c1=O	96	-15	11	-42	-2.6	3	3	0	104	1
CCOC(=O)N1CCN(c2cc(=O)n(Cc3ccc(F)cc3)c(=O)[nH]2)CC1	85	-25	7	-16	-1.9	14	1	/	97	/
CCN1CCN(c2ccc(NC(=O)c3cccc4ncccc34)cc2)CC1	95	-2	-15	-87	-1.4	21	0	-2	100	-5
COc1cccc(NC(=S)N2CCN(C(c3ccccc3)c3ccccc3)CC2)c1	76	17	-14	-51	-3.0	5	-3	0	91	5
c1ccc(CCn2c(SCc3ccccc3)nnc2-c2ccncc2)cc1	82	9	-12	-33	-3.6	13	4	/	98	/
Cc1cccc(N2CCN(Cc3c(C)n(C)n(-c4ccccc4)c3=O)CC2)c1C	82	-12	0	-53	-0.7	12	2	-1	90	2
Cc1nn(Cc2ccc(Cl)c(Cl)c2)c(C)c1NC(=O)c1cc(-c2ccc3c(c2)OCO3)on1	1.5*	/	-1	-11	-5.0	25	-2	-1	1.8*	-11
Cc1ccc(S(=O)(=O)CNC(=S)c2cccc(Cl)c2)cc1	91	/	-6	11	-2.8	43*	4	-4	100	-6
CC(=O)Nn1cc2c(c1-c1ccccc1)c(=O)n(C)c(=O)n2C	95	-4	-15	-37	-0.6	32	4	0	103	-4
O=C(Oc1ccc(/C=N/Nc2ccccc2)cc1)c1ccccc1	73	58*	-13	-9	-3.7	3	4	/	95	-10
CC1Sc2ccc(C(=O)O)cc2NC1=O (stereo unspecified)	101	8	4	-34	0.0	17	-2	-1	110	-2
O=C(CSc1nc2ccccc2c(=O)n1-c1ccc(F)cc1)Nc1ccc2c(c1)CCC2	74	/	11	-44	-1.1	5	6	-9	70	9
Cc1ccc2nc(C3CCN(C(=O)c4ccco4)CC3)[nH]c2c1	100	21	4	-46	-1.5	4	-1	0	96	2
CCCOC(=O)c1cccc(NC(=O)COc2ccc([N+](=O)[O-])cc2)c1	83	11	-3	-8	-1.5	9	1	-8	87	-3
CC(C)(C)NC(=O)c1cccc(NC(=O)Cc2ccc(Br)cc2)c1	89	/	13	-22	5.3*	17	1	-3	87	0
COc1cc2c(cc1OC)-c1cc(OCc3ccccc3Cl)nc(=O)n1CC2	81	22	-1	-2	0.4	0	4	0	66	-10
Clc1ccccc1-c1nnc2sc(-c3ccccn3)nn12	103	4	-7	-11	-3.0	17	4	/	85	/
CSC(=Nc1ccccc1)C1=C(O)COC1=O	100	-4	-3	-16	-1.9	5	-1	/	84	5
Cc1nn(C)c(C)c1/C=C(\C#N)C(N)=O	91	/	5	-33	-1.1	5	1	5	97	-1
CCOc1ccc2nc(COC(=O)c3cccs3)c(C(=O)c3ccccc3)[n+]([O-])c2c1	102	/	-4	-4	-1.3	12	0	/	95	-1
O=C(Nc1ccccc1)Nc1nc(-c2ccc(F)cc2)cs1	100	16	3	-73	-2.1	11	1	-2	98	-1
CCOC(=O)N1CCN(C(=O)CN(c2ccc3c(c2)OCO3)S(C)(=O)=O)CC1	94	-8	3	8	-0.4	8	1	1	97	-11
O=C(/C=C/c1cccc(Br)c1)N1CCN(c2cccc(C(F)(F)F)c2)CC1	93	/	-9	-33	0.2	3	14	-4	102	4
CC/S(C)=N/S(=O)(=O)c1ccc(C)cc1 (stereo unspecified)	90	/	-1	-4	-2.1	12	3	-5	97	-1
CCCOc1ccc(C2C(=O)N(C3CCCCC3)CC(=O)N2C2CC2)cc1OC (stereo unspecified)	84	0	-18	-31	-2.9	3	7	/	93	-12
COc1cc(S(=O)(=O)N2CCN(Cc3ccc4c(c3)OCO4)CC2)c(C)cc1C	81	-26	7	-22	-3.2	16	6	0	82	-11
CC1(C)SC(=S)N(NC(=O)Nc2cccc3ccccc23)C1N(O)C(=O)Nc1ccccc1 (stereo unspecified)	59	-7	2	-12	-4.9	3	0	/	59	-4
O=C(NNC(=S)NC(=O)c1ccccc1[N+](=O)[O-])c1ccccc1[N+](=O)[O-]	109	-33	-3	-16	0.2	9	3	-1	110	1
CCn1c(Cc2ccccc2)nnc1SCC(=O)Nc1ccccc1	105	3	-2	-26	0.2	7	2	0	95	-8
COc1ccc(/C=N/O)cc1COc1ccc(NC(C)=O)cc1	108	-30	3	-25	-2.1	5	0	/	100	-10
Cc1ccccc1OCc1nnc2n1CC(C)S2 (stereo unspecified)	90	/	-1	-21	-0.5	11	1	0	93	-5
CCOC(=O)COc1c(OC)cc(Cl)cc1C1Nc2ccccc2C(=O)N1c1ccc(F)cc1 (stereo unspecified)	81	-7	3	-17	-0.4	8	7	/	69	9
O=C1c2ccccc2C(=O)N1CCCc1nc2ccccc2c(=O)n1CCCn1ccnc1	85	-9	1	-27	0.4	7	-1	0	88	-11
O=C(CCN1C(=O)COc2ccccc21)N1CCN(c2ccccn2)CC1	97	3	8	-49	-0.2	26	2	0	104	6
CCOC(=O)c1cnn(-c2nc(-c3ccccc3F)cs2)c1C(F)(F)F	93	23	-2	-12	-2.9	1	5	/	96	-27
O=C(COc1ccc(S(=O)(=O)N2CCCC2)cc1)NCc1ccco1	104	25	-1	-22	-1.2	8	0	-1	109	-12
COC(=O)C(C)Sc1ccc2nnc(-c3ccc(F)cc3)n2n1 (stereo unspecified)	81	-26	-4	12	-3.5	7	-1	/	79	-26
O=C(NC1CCCCC1)C(Cc1ccccc1)N1C(=O)C2C3CCC(C3)C2C1=O (stereo unspecified)	82	0	8	-38	-4.2	44	2	/	84	-21
O=C(NCc1ccoc1)c1ccc(NC(=O)c2ccccc2Cl)cc1	87	-4	29*	-54	-1.8	0	0	3	103	-14
CCOC(=O)c1[nH]c2ccc(F)cc2c1NC(=O)CCN1CCSCC1	77	/	7	6	-3.9	7	0	-2	88	-18
Cc1cccc(-n2c(N)cc(=O)nc2SCC(=O)NC2CCCCC2)c1	101	-2	0	-11	-2.1	8	5	-1	97	-5
Cc1ccccc1OCc1nc2ccccc2c(=O)n1/N=C/c1ccco1	93	-23	7	-49	-1.1	4	3	/	80	/
CCCCc1c(O)nc(SCC(=O)c2ccccc2)[nH]c1=O	96	0	-4	-38	-1.1	22	2	0	97	-1
O=C(NCCCN1CCCC1=O)c1ccc2c(c1)OCO2	97	5	6	8	-1.5	8	0	-4	93	-5
O=C(N/N=C/c1ccccc1[N+](=O)[O-])c1ccc(COc2ccccc2-c2ccccc2)cc1	83	-1	-3	-17	7.3*	8	1	-10	89	0
CCOC(=O)c1c(NC(=O)Cc2cccs2)sc(C(=O)NC2CCCCC2)c1C	76	17	5	-26	-4.9	4	0	/	78	-2
O=C(CSc1ccccn1)Nc1ccccc1F	96	17	7	-56	-0.9	10	2	-3	104	-3
CCSc1nnc(NC(=O)c2cccc3ccccc23)s1	108	1	-1	-4	-0.9	11	5	0	104	-11

# (more compounds)
SMILES	HCT116 bCat-KO	E-sel TNF inh	GALR2 antag	BB579 growth dn	MRP-1 activ	Measles CPE	NPY-Y2 antag	Phagocytosis inh	HCT116 PTEN-null	Yeast lifespan up
Cc1c(NC(=O)COC(=O)C2CC3C=CC2C3)c(=O)n(-c2ccccc2)n1C (stereo unspecified)	92	17	6	-25	-1.0	11	-1	1	97	-11
O=C1/C(=C/c2c[nH]c3ccccc23)CCC/C1=C\c1c[nH]c2ccccc12	24	/	14	-36	-5.7	2	-5	-5	9	-3
CCOC(=O)/C(=C\c1cccnc1)C(=O)c1cc(C(C)=O)c(Nc2ccccc2)s1	2.2*	18	54*	-52	-2.5	17	8	4	2.2*	33*
Cc1cccc(N(C(=O)C(F)(F)F)C(C(=O)NC2CCCCC2)c2cccs2)c1 (stereo unspecified)	87	21	4	-38	-1.9	7	5	/	90	-2
COc1ccc(C(=O)N2CC3(CC(c4cccc([N+](=O)[O-])c4)=NO3)C[C@H]2C(=O)NCC(N)=O)cc1 (stereo partly specified)	99	-12	6	-13	-2.0	11	9	/	88	0
CSc1nsc(SC)c1NC(=O)OCCc1ccccn1	88	31	-17	-21	-1.1	5	3	0	96	-15
Nn1cc(-c2ccccc2)nc1SCC(=O)NC1CCS(=O)(=O)C1 (stereo unspecified)	101	/	3	6	-0.6	6	0	0	99	-1
CCCc1cc(C(=O)O)c2ccccc2n1	105	-21	0	20	-0.4	10	3	0	96	-14
COc1ccc(CCNC(=O)c2nnn(-c3cc(C)cc(C)c3)c2N)cc1OC	93	13	-1	-27	-2.7	13	1	/	90	-14
CCCSc1nnc(C(C)C)n1N	101	3	-7	-25	-0.5	8	2	1	100	-3
COC(=O)c1[nH]c2cc(OC)ccc2c1NC(=O)CCN1CCCC(C)(C)C1	93	/	10	3	-2.1	3	4	-1	93	-1
O=C(Nc1ccc2nc3n(c(=O)c2c1)CCCC3)c1ccccc1[N+](=O)[O-]	92	12	12	-4	1.1	12	2	-6	98	1
